# S1P2 blocker: antagonists of human S1P2 receptor. inhibition, % at 5 µM. cell-based S1P2 antagonist assay, inhibition at 5 uM. 97,000 compounds, 0.21% hits; in the data active = inhibition above about 45%;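 also: CRE beta-lactamase reporter cells expressing human S1P2 stimulated with S1P; 0% = agonist at EC80 alone and 100% = agonist plus reference antagonist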
# MT1-MMP txn act: MT1-MMP promoter transcription activation; activation factor at 10 µM; AID 750; HT1080 MT1-MMP promoter luciferase reporter, luminescence, overnight; stronger effect = higher value; 86,000 compounds, 0.16% hits;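 active = activation factor of at least 2 for MT1-MMP transcription at 10 µM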
# FAK inh: blocks human focal adhesion kinase activity; biochemical FAK kinase activity assay; inhibition, %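 (tested at 7 µM)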; 97,000 compounds, 0.84% hits; AID 727; in the data active = inhibition above about 19%;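 also: 0% = DMSO and 100% = reference compound high control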
# EphB4 ephrin blk: antagonists of human EphB4-ephrin-B2 interaction; EphB4 LBD / TNYL-RAW-Alexa532 peptide, fluorescence polarization; 97,000 compounds, 0.15% hits; inhibition, % at 7 µM; P54760;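 active = inhibition above the screen-wide mean inhibition plus 3 SD, cut at about 15% in these data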;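 also: 0% = DMSO wells and 100% = excess unlabeled TNYL-RAW peptide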
# Target sequence (P54760 whole entry, looked up, the tested form may be a part): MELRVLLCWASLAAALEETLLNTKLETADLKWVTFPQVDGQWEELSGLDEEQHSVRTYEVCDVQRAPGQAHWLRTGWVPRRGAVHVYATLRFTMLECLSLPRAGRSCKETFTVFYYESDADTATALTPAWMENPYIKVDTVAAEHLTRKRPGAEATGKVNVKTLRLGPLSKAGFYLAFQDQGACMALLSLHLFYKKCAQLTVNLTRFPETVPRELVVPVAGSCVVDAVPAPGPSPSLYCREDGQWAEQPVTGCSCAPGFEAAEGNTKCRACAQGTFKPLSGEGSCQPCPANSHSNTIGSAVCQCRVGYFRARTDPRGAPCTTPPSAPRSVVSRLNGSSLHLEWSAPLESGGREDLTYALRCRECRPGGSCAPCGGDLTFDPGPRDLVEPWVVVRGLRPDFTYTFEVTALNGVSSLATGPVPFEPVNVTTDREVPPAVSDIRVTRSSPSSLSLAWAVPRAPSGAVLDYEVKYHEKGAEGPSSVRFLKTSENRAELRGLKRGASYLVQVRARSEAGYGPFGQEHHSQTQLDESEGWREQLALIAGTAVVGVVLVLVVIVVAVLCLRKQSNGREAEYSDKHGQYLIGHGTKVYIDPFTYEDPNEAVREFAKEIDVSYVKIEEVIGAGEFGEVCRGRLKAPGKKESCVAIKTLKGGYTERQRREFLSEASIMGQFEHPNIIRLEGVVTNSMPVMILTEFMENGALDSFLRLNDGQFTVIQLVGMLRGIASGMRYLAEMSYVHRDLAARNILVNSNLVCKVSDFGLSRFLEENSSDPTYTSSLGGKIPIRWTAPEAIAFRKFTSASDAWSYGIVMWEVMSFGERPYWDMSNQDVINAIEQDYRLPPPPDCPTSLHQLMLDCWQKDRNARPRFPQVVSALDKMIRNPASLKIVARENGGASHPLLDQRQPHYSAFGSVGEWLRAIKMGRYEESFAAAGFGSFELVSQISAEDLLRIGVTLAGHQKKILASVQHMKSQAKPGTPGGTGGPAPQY
# S1P2 ag: activates the human S1P2 receptor; AID 729; 97,000 compounds, 0.46% hits; O95136; S1P2-expressing cell line, agonist reporter read-out; activation, % at 4.5 µM; in the data active = activation above about 16%;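 also: 0% = vehicle low control and 100% = maximal reference agonist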
# PLAP activator: activates human placental alkaline phosphatase. purified PLAP enzyme, luminescent substrate read-out; stronger effect = higher value. activation fold at 20 µM. P05187. 96,000 compounds, 1.2% hits; in the data active = activation fold above about 2
# PLK1 kinase inh: PLK1 (human) kinase inhibition. recombinant PLK1 kinase, TR-FRET peptide phosphorylation. inhibition, % at 10 µM. AID 619. 97,000 compounds, 0.53% hits;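 active = inhibition of 50% or more in the single-concentration screen; inactive = inhibition below 50%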;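 also: 0% = DMSO max control and 100% = H-89 dihydrochloride min control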
# Rev-RRE block: inhibitors of HIV-1 Rev-RRE RNA interaction; inhibition, % at 8 µM; 97,000 compounds, 0.79% hits; AID 704; P05866; Rev peptide-RRE RNA binding, FRET;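 active = inhibition above the screen-wide mean plus 3 SD, cut at about 35% in these data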;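 also: 0% = median DMSO wells and 100% = median Neomycin B control wells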
# Target sequence (P05866 whole entry, looked up): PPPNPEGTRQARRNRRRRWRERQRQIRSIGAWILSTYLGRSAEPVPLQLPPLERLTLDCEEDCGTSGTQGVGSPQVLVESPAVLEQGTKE
#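 Probe or stimulus: fluorescein-Rev peptide as binding partner; assay system: Cy5-tagged RRE RNA duplex with fluorescein-tagged Rev peptide; timing: 5 min compound–RNA preincubation, then 15 min with peptide, 25 °C; medium: HEPES pH 7.5 buffer with KCl, MgCl2, NaCl and EDTA; signal: fluorescein-to-Cy5 FRET, 480 nm excitation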
# PLK1 PBD inh: Plk1 (human) PBD binding inhibition; P53350; Plk1 PBD phosphopeptide binding, fluorescence polarization; inhibition, %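 (tested at about 20 µM)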; 97,000 compounds, 0.13% hits; AID 693; in the data active = inhibition above about 34%, passing the limit was not always enough
# Numbers without * were called inactive; nt = no result given.
compound,S1P2 blocker,MT1-MMP txn act,FAK inh,EphB4 ephrin blk,S1P2 ag,PLAP activator,PLK1 kinase inh,Rev-RRE block,PLK1 PBD inh
CC1CC(C)CN(c2nc3c(c(=O)n(C)c(=O)n3C)n2C)C1 (stereo unspecified),-0.3,nt,0.4,6.1,-3.9,1.1,-9.1,4.3,-4.4
CCOC(=O)c1cccc(Nc2nc(C)cc(C)n2)c1,-22.3,1.1,-3.2,-3.1,-4.7,1,-9.9,-0.2,-13.4
CCN1C(=O)N(CC)C(O)(c2ccccc2)C1(O)c1ccccc1 (stereo unspecified),-11.3,1,-2.4,0.3,-4.4,1.8,-7.7,-4.4,-15.1
CCCCN(CCCC)c1nc2ccccc2nc1C(C#N)C(=O)NCCCOC (stereo unspecified),0.2,1.1,-6.5,-3.8,-4.2,1.1,1.1,9.6,-61.1
CCn1c(O)c2ccc(C(=O)N=NC(=O)c3cccnc3)cc2c1O,-1.5,nt,3.7,-8.7,-0.7,0.9,-4.0,7.4,27.2
COc1ccc(NC(=O)NS(=O)(=O)c2ccc(C)cc2)c(OC)c1,8.5,1.1,-5.2,-4.0,-6.8,1,-8.3,8.0,2.7
Cc1ccc(C(=O)NN2CCOCC2)cc1,7.9,nt,-7.4,2.5,-7.6,0.9,-4.7,2.0,7.1
O=c1nc2n(c3sc4c(c13)CCCC4)C(CBr)CS2 (stereo unspecified),1.6,1.2,1.6,1.3,-4.0,0.8,-5.3,7.1,10.4
COCCN(CCOC)c1cc(C)c(C#N)c2nc3ccccc3n12,-12.4,1.1,-1.6,-24.7,-1.0,0.9,-14.1,2.1,13.0
CSc1ccc(N2C(=O)NC3(CCCCC3)C2=O)cc1,3.7,1.2,-11.0,-8.3,0.8,0.9,-7.0,-2.0,1.6
COc1cc(S(=O)(=O)N2CCN(C)CC2)c(OC)cc1Cl,-11.6,1.2,0.2,1.9,-1.0,1.2,-7.6,4.5,-13.0
Cc1cc(C)n(-c2cccc3cccnc23)n1,-14.1,1,1.0,0.7,-1.9,1.1,-6.0,4.8,32.9
CCC(CC)C(=O)c1c[nH]c(C(=O)NCCCN2CCOCC2)c1,-5.8,nt,-8.9,1.9,-4.9,1.1,2.2,-2.2,-47.2
Cc1nc(C)c(C(=O)Nc2ccccc2-c2ccccc2)o1,1.4,1.1,6.7,10.1,-2.7,1.2,-3.5,4.9,-10.3
CC(Oc1ccc(Cl)cc1Cl)C(=O)NCCCn1ccnc1 (stereo unspecified),1.9,1.2,6.2,-4.9,-2.0,1.1,-24.5,0.2,-15.9
CCCN(Cc1cc2cc(C)ccc2[nH]c1=O)S(C)(=O)=O,20.8,1.2,7.6,6.2,-5.8,0.9,0.9,4.0,14.3
CC(=O)/C=C1\SC(CC(=O)O)C(=O)N1c1ccccc1 (stereo unspecified),-23.8,nt,1.0,-1.8,-1.4,0.9,-15.9,11.9,-10.0
COc1ccc(NC(=O)c2cccs2)cc1NC(=O)c1ccco1,5.6,1.1,-1.0,-0.6,-5.4,0.9,-5.4,-0.9,-10.2
CCOc1cc(N2CCOCC2)c(OCC)cc1NC(=O)CCC1CCCC1,18.7,1,-4.0,2.3,-6.0,1.5,-4.3,1.4,13.6
COCCN1CCn2c(nc3cc(NC(=O)NC4CCCCC4)ccc32)C1,14.8,1.1,2.9,-1.2,-1.6,1.5,-1.5,14.5,-7.1

# Three consecutive entries from above, for reference:
compound,S1P2 blocker,MT1-MMP txn act,FAK inh,EphB4 ephrin blk,S1P2 ag,PLAP activator,PLK1 kinase inh,Rev-RRE block,PLK1 PBD inh
COc1ccc(NC(=O)c2cccs2)cc1NC(=O)c1ccco1,5.6,1.1,-1.0,-0.6,-5.4,0.9,-5.4,-0.9,-10.2
CCOc1cc(N2CCOCC2)c(OCC)cc1NC(=O)CCC1CCCC1,18.7,1,-4.0,2.3,-6.0,1.5,-4.3,1.4,13.6
COCCN1CCn2c(nc3cc(NC(=O)NC4CCCCC4)ccc32)C1,14.8,1.1,2.9,-1.2,-1.6,1.5,-1.5,14.5,-7.1

# (continued)
compound,S1P2 blocker,MT1-MMP txn act,FAK inh,EphB4 ephrin blk,S1P2 ag,PLAP activator,PLK1 kinase inh,Rev-RRE block,PLK1 PBD inh
COc1ccc(NC(=O)NC2(C(=O)N3CCCCCC3)CCCCC2)cc1,-5.2,1.2,-0.6,3.0,-6.0,1,-8.4,4.8,-1.9
C=CCOc1ccc(CNc2nccs2)cc1OCC,-23.6,1.2,2.9,2.2,-1.1,nt,-0.8,-1.8,3.2
CCOC(=O)N1CCC(c2[nH][nH]c(=O)c2C)CC1,9.4,1,4.0,1.1,-1.1,0.8,-9.4,7.2,-18.5
CCCCC(=O)Nc1ccc2c(c1)nc1n2CCOC1,11.4,1.3,-2.0,-8.9,-6.3,0.8,-2.7,2.8,0.9
c1cncc(-c2nnc(SCCSc3nnc(-c4cccnc4)o3)o2)c1,-7.7,1.2,-2.6,-8.0,-4.5,nt,-10.1,0.5,10.3
CCOc1ccc(C2Nc3ccc4ccccc4c3-c3c2c(=O)oc2ccccc32)cc1 (stereo unspecified),7.2,nt,-1.0,5.8,-0.6,1.7,-15.1,12.2,-3.8
O=C(O)C1CCCCC1C(=O)NCCCN1CCOCC1 (stereo unspecified),13.2,1.2,0.6,1.2,2.6,1,0.3,3.4,-3.7
COc1ccccc1NC(=O)c1ccc2nc(N3C(=O)CCC3=O)sc2c1,-17.4,nt,-3.7,-5.5,-3.8,1.1,9.5,3.9,12.1
Cc1nc(S(=O)(=O)NC2CCCCC2)c(C#N)c(C)c1Cl,-14.9,1.2,-1.2,-8.9,-2.9,0.8,-7.8,3.5,8.7
Cn1c(=O)c2c(nc(N3CCc4ccccc4C3)n2Cc2ccc(Br)cc2)n(C)c1=O,-10.9,1.3,1.8,-1.7,-1.7,1,-10.2,8.4,-14.5
Cc1cccc(C)c1NC(=O)CSc1nc(-c2ccco2)cc(C(F)(F)F)n1,8.8,1.2,1.7,-1.2,-5.5,nt,-11.1,-2.0,-10.7
O=C(OC(C(=O)NC1CCCC1)c1ccccc1F)c1ccco1 (stereo unspecified),0.0,1.1,-5.3,3.2,-4.6,1.1,-23.6,2.1,8.4
CSC1=C(C#N)C(c2cccs2)CC(=O)N1C (stereo unspecified),15.0,1,2.1,-1.7,-3.9,1.1,1.1,5.1,-41.5
COc1ccc(N2C(=O)CCC(C(=O)O)C2c2ccc(F)cc2)cc1 (stereo unspecified),-6.6,1.1,-6.8,-4.5,-2.9,1.1,-5.1,-1.2,9.3
C/C(=C/C(=O)NCc1ccccc1)C(=O)O,13.7,nt,-2.2,-8.0,-2.2,1,-9.0,4.6,-14.4
Cc1ccc(NC(=S)N/N=C/c2ccc(OCCC(C)C)cc2)c(C)c1,-8.6,nt,-3.0,-3.5,-1.2,0.8,-12.4,-2.1,-9.3
N=c1c2c3c(sc2nc2n1CCC2)CCCC3,-25.1,1,0.5,-5.9,-1.7,1.1,-11.4,3.7,7.9
CC(C)(C)n1nnnc1C(c1cccs1)N1CCN(C(=O)c2ccco2)CC1 (stereo unspecified),-4.0,1.2,-0.5,-1.7,-6.2,1.5,-9.7,1.6,0.6
O=C(CCn1ccc2ccccc21)NC1CCCc2ccccc21 (stereo unspecified),22.6,1.1,-1.0,2.1,-7.9,1.7,-6.9,8.5,-12.7
CCOC(=O)c1cc(NC(=O)c2c(C)noc2C)cc(C(=O)OCC)c1,0.9,1,0.3,0.3,-3.6,1,-7.8,3.3,10.9
Cc1noc(C)c1C(=O)OCC(=O)Nc1ccccc1Oc1ccccc1,6.7,1.4,1.6,8.7,-4.6,0.9,-2.2,9.3,17.9
CCOC(=O)c1c(NC(=O)c2ccc(N3C(=O)C4C5C=CC(C5)C4C3=O)cc2)sc2c1CCCC2 (stereo unspecified),17.8,nt,-8.2,-1.5,-0.6,1.3,4.6,-3.6,-14.3
N#CC1=C2SCN(c3ccccc3)CN2C(=O)CC1c1c(Cl)cccc1Cl (stereo unspecified),-6.4,1,-4.5,1.2,-2.0,1,3.1,7.8,12.4
Cc1cccc(NC(=O)c2cccc(Cn3cc(Br)c([N+](=O)[O-])n3)c2)c1C,-13.4,nt,12.2,-12.7,-4.1,1,-5.5,0.5,-10.7
COC(=O)c1ccc(COC(=O)CCc2nc(-c3ccccc3)c(-c3ccccc3)o2)cc1,-4.7,1.2,2.2,-1.0,-5.9,1.3,-7.7,9.1,-0.7
CCn1nnnc1SCC(=O)NCc1ccco1,7.2,1.1,-0.4,-6.3,-2.0,1,-0.8,1.9,1.6
CCOC(CNC(=O)c1ccc2c(c1)nc(C)n2-c1cccc(F)c1)OCC,13.4,1.1,1.5,-1.5,-3.1,nt,-5.5,5.0,-4.4
CCc1nn(-c2cc(Cl)ccc2OC)c2c1C(=O)CCC2,-1.1,1.1,2.5,0.4,-1.6,1,-13.9,2.0,-11.7
Cn1c(=O)c2cc(S(=O)(=O)NC(C(=O)NC3CCCCC3)c3ccccc3)ccc2n(C)c1=O (stereo unspecified),-6.2,nt,-0.2,-1.6,0.1,0.9,-8.1,2.6,18.8
CCOC(=O)NCc1ccc2c(c1)cc(C)n2C,2.5,1.1,1.1,-5.0,-3.3,1.1,-12.3,7.9,4.3
Cc1cc(C)c(C#N)c(OCC(=O)c2ccccc2)n1,-16.9,1.1,-0.7,-10.2,-7.2,1,0.5,1.0,-14.3
Cc1ccccc1NC(=O)C1CCCN(S(=O)(=O)c2c(C)noc2C)C1 (stereo unspecified),3.9,1.1,2.0,2.2,-5.2,0.9,-17.4,5.6,8.9
NC(=O)C1(N2CCCCC2)CCN(S(=O)(=O)c2cc(Cl)ccc2Cl)CC1,16.7,1.2,0.8,3.6,-2.4,0.9,-6.1,8.9,-1.7
CCOC(=O)C1CCN(Cc2oc(CO)cc(=O)c2O)CC1,-18.2,1.1,1.9,-4.4,-3.9,0.9,-6.7,1.1,2.3
Cc1ccc(CN2CC(C(=O)Nc3cc(S(C)(=O)=O)ccc3Cl)CC2=O)cc1 (stereo unspecified),10.1,1.2,2.6,-2.6,-3.5,1.2,-13.7,0.5,36.5
CN(Cc1cc(=O)[nH]c2ccccc12)C(=O)c1ccccc1,10.6,2.2*,-0.9,4.8,-2.1,0.9,-14.5,8.6,-1.4
O=C(Cc1c[nH]c2ccccc12)OCCOC(=O)Cc1c[nH]c2ccccc12,-8.1,1.4,-1.2,-7.0,-3.5,nt,-11.1,3.3,-5.5
COc1ccc(C2Oc3ccccc3N2C(C)=O)cc1 (stereo unspecified),4.5,1.1,-0.9,4.2,-5.4,1,-9.3,0.8,-16.9
Cc1cccc(-n2c(SCC(=O)NC3CCCC3)nnc2-c2ccoc2C)c1,-12.9,1.1,1.9,4.8,0.9,nt,-9.4,3.4,-3.0
COC(=O)c1ccccc1NC(=O)CCS(=O)(=O)c1ccc(Br)s1,-4.3,nt,-3.4,6.1,-6.9,0.7,-5.9,14.1,-1.9
CCN1C(=O)/C(=C\N2CCCCCC2)SC1=S,7.9,1.7,2.0,-3.0,-6.0,1,-12.7,3.3,-5.7
O=S(=O)(CCSc1ccccn1)c1nc2ccccc2s1,5.0,0.9,0.8,-1.1,-1.6,0.8,-1.7,-0.3,-19.5
COc1ccc(CC(=O)Nc2cccc(-c3nnc(-c4ccccc4)o3)c2)cc1OC,56.1*,1.2,-2.6,2.6,-6.2,1.2,-8.8,1.1,14.2
Cc1nc2ccccc2c(=O)n1CCCO,1.6,nt,-5.8,-6.0,-4.3,1,2.4,1.1,10.5

# Source: PubChem (several laboratories)

# No enrichment for hits; 3.9% or so of the library scored in one or more.
